# RBBP9 inh: human RBBP9 inhibitors, primary screen, biochemical, fluorescence polarization, FP-Rh probe, HTS | Serine hydrolase RBBP9 (Homo sapiens), O75884 | recombinant RBBP9 | inhibition, % at 7.94 µM | actives 0.2% (n = 220,000) | AID 1515, 2009;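 active means inhibition above the campaign mean of all tested compounds plus 3 SD, cut at about 14% in these data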;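 further: plate controls were DMSO wells with RBBP9 for no effect and wells lacking RBBP9 protein for full effect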
# Target sequence (O75884 whole entry, looked up): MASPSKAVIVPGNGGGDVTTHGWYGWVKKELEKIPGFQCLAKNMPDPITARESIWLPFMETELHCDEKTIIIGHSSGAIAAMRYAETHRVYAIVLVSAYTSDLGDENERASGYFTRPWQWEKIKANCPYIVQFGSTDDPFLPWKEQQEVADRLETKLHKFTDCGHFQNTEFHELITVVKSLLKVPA
#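 Controls: DMSO-treated enzyme wells and wells lacking RBBP9 | Material: RBBP9 protein | Technique: Fluorescence polarization | Replication: Single well per compound, no replicates | Buffer or medium: Tris-NaCl-Pluronic buffer, pH 8.0 | Timing: 30 min compound preincubation, 45 min probe labeling, 25 °C | Read-out basis: Percent inhibition from mP, scaled between DMSO and no-protein wells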
# p97 inhibitor: inhibitors of human p97 ATPase, primary screen, biochemical; Transitional endoplasmic reticulum ATPase (Homo sapiens), P55072; recombinant p97 ATPase, Kinase-Glo ATP luminescence, 3 h; inhibition, % at 8 µM; actives 0.42% (n = 220,000); AID 1481, 2009; in the data active means inhibition above about 15%;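 further: 0% = DMSO vehicle and 100% = wells lacking enzyme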
# Target sequence (P55072 whole entry, looked up): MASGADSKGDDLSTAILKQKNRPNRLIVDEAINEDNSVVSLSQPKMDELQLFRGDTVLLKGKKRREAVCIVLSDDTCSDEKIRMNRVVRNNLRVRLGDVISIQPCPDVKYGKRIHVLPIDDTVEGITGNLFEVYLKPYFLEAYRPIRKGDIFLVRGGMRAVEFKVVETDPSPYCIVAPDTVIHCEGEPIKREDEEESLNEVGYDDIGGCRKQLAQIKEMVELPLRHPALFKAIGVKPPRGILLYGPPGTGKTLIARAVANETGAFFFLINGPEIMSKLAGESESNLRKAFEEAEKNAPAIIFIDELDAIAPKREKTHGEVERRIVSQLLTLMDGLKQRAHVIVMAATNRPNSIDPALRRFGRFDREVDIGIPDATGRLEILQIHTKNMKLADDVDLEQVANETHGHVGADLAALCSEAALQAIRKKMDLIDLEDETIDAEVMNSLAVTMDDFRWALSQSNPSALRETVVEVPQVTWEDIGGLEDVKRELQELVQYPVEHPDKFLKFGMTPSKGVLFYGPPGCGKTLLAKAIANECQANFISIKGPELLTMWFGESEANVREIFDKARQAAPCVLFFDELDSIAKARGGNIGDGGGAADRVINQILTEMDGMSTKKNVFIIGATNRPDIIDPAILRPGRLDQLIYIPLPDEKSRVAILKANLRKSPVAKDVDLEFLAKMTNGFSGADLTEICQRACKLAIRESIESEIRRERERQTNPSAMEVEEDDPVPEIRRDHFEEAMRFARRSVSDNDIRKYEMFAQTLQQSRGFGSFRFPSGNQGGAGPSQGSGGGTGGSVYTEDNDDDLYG
# EP2 antag: human EP2 receptor antagonists, primary screen, TR-FRET cAMP, C6 glioma cells; Prostaglandin E2 receptor EP2 subtype (Homo sapiens), P43116; C6 glioma cells expressing human EP2; cells stimulated with saturating PGE2; inhibition, % at 25 µM; actives 0.52% (n = 260,000);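 active means percent inhibition above 40 after rounding to a whole number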;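 further: rat C6 glioma host cells with rolipram phosphodiesterase inhibitor present; the protocol text gives 20 µM as final concentration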
# p47phox inh: p47phox/p22phox peptide binding inhibitors, primary screen, biochemical, uHTS, NADPH oxidase regulatory subunit; Neutrophil cytosol factor 1 (Homo sapiens), P14598; fluorescence polarization, 2 h; inhibition, % at 24.7 µM; actives 0.53% (n = 220,000);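 active means inhibition above about 30%, limit read from the data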;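 further: 0% = p47phox with labelled peptide and 100% = labelled peptide alone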
# BaF3 parental: parental Ba/F3 cell viability inhibition, counter-screen for JAK2V617F inhibitor project, murine pro-B, CellTiter-Glo luminescence. CellTiter-Glo ATP luminescence. inhibition, % at 5.6 µM. actives 1.1% (n = 220,000). AID 1486, 2009;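 active means inhibition above a per-campaign cutoff, the mean inhibition of all tested compounds plus 3 SD, cut at about 27% in these data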;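 further: 0% = DMSO wells and 100% = JAK Inhibitor I control wells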
# Tb hexokinase: Trypanosoma brucei hexokinase 1 inhibitors, primary screen, biochemical, G6PDH-coupled NADH absorbance, MLSCN library; hexokinase 1 [Trypanosoma brucei]; recombinant TbHK1, G6PDH-coupled NADH A340; inhibition, % at 10 µM; actives 0.11% (n = 220,000); AID 1430, 2008;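 active means inhibition of 50% or more in the single-dose primary screen; inactive means inhibition below 50%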
# Furin inhibitor: human furin inhibitors, primary screen, biochemical, fluorescence intensity; actives 0.061% (n = 220,000); AID 463115, 2010; P09958; purified furin, fluorogenic substrate cleavage; inhibition, % at 30 µM; in the data active means inhibition above about 25%; further: inactives centre near -15
# PPC-1+TRAIL kill: compounds killing PPC-1 cancer cells with TRAIL present, primary screen, TRAIL potentiator project, ATPLite luminescence, uHTS | AID 1443, 2008 | PPC-1 cells + TRAIL, ATPLite viability luminescence | actives 0.41% (n = 220,000) | cell killing (% activity), % at 4 µM;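 active means cell killing above 50% in the first pass at 4 µM, then a duplicate retest at 5 µM averaging 50% or more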;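 further: plate controls were cells with TRAIL plus DMSO for no effect and medium-only wells lacking cells for full effect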
# Ba/F3 V617F tox: reduced viability of JAK2V617F-dependent Ba/F3 cells, primary screen, JAK2V617F inhibitor project, cell-based, Ba/F3 EpoR-JAK2V617F, luminescence | ATP luminescence | actives 1.1% (n = 220,000) | inhibition, % at 5.6 µM | AID 1446, 2008;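 active means inhibition above the campaign mean plus 3 SD over all tested compounds, cut at about 24% in these data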;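 further: cytokine-independent growth of Ba/F3 cells driven by EpoR plus mutant JAK2; 0% = DMSO-treated cells and 100% = JAK inhibitor I control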
# Starred values were filed as active, the others as inactive; x = no result given; & = joins results of further samples; [ ] = dose if it differs, or a comment.
SMILES,RBBP9 inh,p97 inhibitor,EP2 antag,p47phox inh,BaF3 parental,Tb hexokinase,Furin inhibitor,PPC-1+TRAIL kill,Ba/F3 V617F tox
O=C(N/N=C1/SCC(=O)N1Cc1ccco1)c1ccccc1F,-6,-1,7,-7,5,-3,-24,-12,2
O=C(O)c1ccccc1-c1ccccc1C(=O)Nc1nccs1,-2,1,3,-11,2,2,-12,x,-2
CCN(CC)CCCNC(=O)Cn1cc2c(n1)CCC(C)C2 (stereo not given),-9,0,4,-2,0,-3,-21,11,-1
COc1ccc2nc(SCC(=O)Nc3c(C)cccc3C)[nH]c2c1,-4,4,13,-5,-1,1,-11[20 µM],23,-1
CCc1ccc(-c2ccc(SCc3ccccn3)nn2)cc1,-9,0,6,-5,0,0,-7,-6,-1
Cc1nc(-c2ccccc2)sc1-c1nc(-c2cccs2)ncc1S(=O)(=O)c1ccccc1,-7,4,19,-7,4,-19,-29,-15,-1
Cc1ccc(C(=O)Nc2cccc(-c3nc4ncccc4o3)c2)cc1,-10,2,7,-28,-3,-4,-20,17,-2
COc1cccc(OCc2nnc(SCC(=O)NNC(=O)C3CCCCC3)n2C)c1,-13,-5,6,-53,2,4,-9,2,4
CN(c1ccccc1)S(=O)(=O)c1cccc(C(=O)OCC(=O)NCc2ccc3c(c2)OCO3)c1,-2,4,4,-8,5,1,-18,16,0
COc1cc(C(=O)Nc2sc(C)c(C)c2C(=O)O)cc(OC)c1OC,-2,-1,12,-11,0,-27,-13,7,2
Cc1ccc(S(=O)(=O)/N=C(\CSC(N)=O)Nc2ccccc2)cc1,-9,-1,1,7,4,-3,-6[20 µM],8,2
CC(C)CNC(=O)CCCc1c[nH]c2ccccc12,-4,0,5,-12,1,-5,-10[20 µM],2,0
COc1ccc(C(=O)N2CCCC(C(=O)N3CCN(c4ccccc4)CC3)C2)cc1 (stereo not given),1,4,8,-8,0,-4,-8,22,-6
OC1(c2ccccc2Cl)NN=C2CCCCCN21 (stereo not given),-9,-3,1,-3,-2,-3,-19,-8,-2
COc1cc(C)c(S(=O)(=O)NCc2ccc3c(c2)OCO3)cc1C,-4,-2,14,-14,6,11,-23,8,-4
CCOCCCNC(=S)Nc1ccc(Br)cc1Cl,-3,0,5,-14,1,-5,-23,8,-3
CCN1CCCC1CNC(=O)CCNC(=O)c1cc(OC)c(OC)c(OC)c1 (stereo not given),-7,2,8,-15,3,34,0,18,3
COC(=O)CN(c1ccc(F)cc1)S(=O)(=O)c1ccccc1,4,2,17,-12,6,1,-23[20 µM],19,1
CCCCN(C(=O)c1c(C)[nH]c(C(=O)OCC)c1C)c1ccccc1,-5,-6,4,-3,8,50,-8,3,5
CN(C)CCN1C(=O)C(=O)/C(=C(/O)c2ccc(OCc3ccccc3)cc2)C1c1ccncc1 (stereo not given),-5,-4,16,-5,2,-4,-7,-5,3
Cc1[nH]c2ccccc2c1C(=O)CN1C(=O)NC2(CC(C)CC(C)(C)C2)C1=O (stereo not given),-1,2,9,12,-5,22,-3,-1,-5
Cc1cccc(NC(=O)C2CC(=O)NC(Nc3nc4ccccc4s3)=N2)c1 (stereo not given),6,0,12,-14,6,-3,-9,14,5
CCC(=O)N(CC(=O)Nc1sc(C)c(C)c1C(N)=O)Cc1ccc(F)cc1,-1,-1,7,4,-7,-6,-24,-3,0
CN(Cc1ccccc1)C(=O)COC(=O)c1ccc(Cl)cc1N,-4,0,7,1,0,-3,-21,2,-2
Cc1c(N(C)C(=O)C23CC4CC(CC(C4)C2)C3)c(=O)n(-c2ccccc2)n1C,-7,0,10,-4,-1,-2,-11,4,-3
SMILES,RBBP9 inh,p97 inhibitor,EP2 antag,p47phox inh,BaF3 parental,Tb hexokinase,Furin inhibitor,PPC-1+TRAIL kill,Ba/F3 V617F tox
CC1(C)CC(=O)C(C(c2ccc(F)cc2)C2C(=O)CC(C)(C)CC2=O)C(=O)C1,1,3,9,-4,4,35,-4,18,-3
Cc1cccc(/C=N\NC(=O)c2csnn2)c1,-2,3,9,-5,-1,-8,-13,23,-6
O=C(Cn1cnc2ccccc2c1=O)NCC(=O)N1CCN(c2ccccn2)CC1,-8,4,14,-14,3,-4,-7,-12,2
CCN(CC)S(=O)(=O)c1ccc(C(=O)OCC(=O)Nc2ccc(-c3nc4ccc(C)cc4s3)cc2)cc1,-1,7,7,-4,1,1,-15,28,-1
COC(=O)c1c(-c2ccc(C)cc2)csc1NC(=O)c1c(-c2ccccc2)noc1C,-8,4,6,-52,5,-4,-19,9,-1
COc1ccc(CNCCNC(=O)c2ccco2)c(OC)c1OC,-5,3,8,4,5,4,-30,-6,-1
CCn1c(SCC(=O)N/N=C/c2c[nH]c3ccccc23)nnc1-c1ccc(Cl)cc1,2,2,13,-5,6,-13,-21,18,3
CCOC(=O)c1c(C)c(C(=O)NCC2CCCO2)c(C)n1C (stereo not given),1,-3,0,-1,5,-7,-21[20 µM],10,-2
Cc1ccccc1CSc1nn2c(=O)c(C)nnc2s1,-7,-1,9,-14,7,-13,-27,8,2
COc1cc(/C=C2/SC(=S)N(CC3CCCO3)C2=O)ccc1O (stereo not given),-68,1,6,-200,6,-8,-20,21,-2
Cc1cc(C(=O)OCC(=O)NC(C)C)c(C)o1,-4,-1,x,-10,3,-5,-5[20 µM],-8,-2
NNC(=O)CSCc1ccc(Cl)cc1Cl,-14,-8,5,1,1,2,-13,19,3
Cc1cc(C)c2oc(-c3ccc(Cl)c(NC(=O)c4ccc(C#N)cc4F)c3)nc2c1,-2,0,x,-151,4,-10,-28[20 µM],25,0
COc1ccc(N(CC(=O)N2CCc3ccccc3C2)S(C)(=O)=O)cc1OC,1,1,4,-11,5,-1,-11[20 µM],-8,3
Cc1ccc(NC(=O)CSc2nnc(-c3cnccn3)n2Cc2ccco2)cc1,-4,2,5,3,-1,28,7,-3,1
Cc1ccccc1OCCCN1C(=O)C(=O)c2cccc(C)c21,-1,6,x,-2,0,-1,-16,0,-4
CCOC(=O)COc1ccc(C(=O)c2ccccc2)c(O)c1,-2,0,12,-3,7,29,2,8,1
Cc1ccc(S(=O)(=O)N2CCCC2C(=O)NCc2ccc3c(c2)OCO3)cc1 (stereo not given),-5,6,11&3,2,0,-4,-8,13,-2
CN1Cc2ccccc2CC1CNCc1c(C(=O)N2CCCC2)nc2ccccn12 (stereo not given),-2,5,2,-4,2,-3,-18,16,0
COc1ccc(-n2nc(C(=O)N3CCCCC3)c(C)c(C#N)c2=O)cc1,-8,6,14,-4,5,-8,-23,0,1
CCOC(=O)/C(C#N)=C\C1=C(N2CCCC2)CC(C)(C)OC1,-3,4,15,-3,4,-1,-14[20 µM],12,-2
CCC(C)NC(=O)CN(c1cc(Cl)cc(Cl)c1)S(C)(=O)=O (stereo not given),-4,2,11,11,6,5,-20,-1,0
O=C(CSc1nnnn1Cc1ccccc1)NCC(=O)c1ccccc1,-12,-5,x,0,0,4,-14[20 µM],-15,5
O=C(CC(=O)NN=C1CCCCCC1)NCc1cccnc1,0,1,1,-4,6,1,-1,19,0
Cc1ccc(C(=O)CC2(O)C(=O)N(CN3CCOCC3)c3ccccc32)cc1 (stereo not given),-1,7,13,-11,3,2,-15[20 µM],-15,1
SMILES,RBBP9 inh,p97 inhibitor,EP2 antag,p47phox inh,BaF3 parental,Tb hexokinase,Furin inhibitor,PPC-1+TRAIL kill,Ba/F3 V617F tox
CC(=O)c1csc(Nc2ccccc2Cl)n1,4,7,12,0,0,-4,-11,11,-4
CC1C(=O)CCN(C(C)C)C1C (stereo not given),-11,2,9,-12,1,1,-25[20 µM],-1,-1
NS(=O)(=O)c1ccc(CCNS(=O)(=O)c2ccccc2)cc1,0,6,5,-8,7,-5,-25,-1,2
O=C(CC1C(=O)NCCN1Cc1cccc(Oc2ccccc2)c1)NCCc1cnccn1 (stereo not given),3,2,5,-9,8,-4,-43,-10,0
Cc1ccc(S(=O)(=O)N2CCSC2=Nc2ccccc2)cc1,-9,-1,4,-1,-3,-12,-21,13,-2
Cc1nc(C)c(C(=O)N(c2ccc(C)c(C)c2)C(C(=O)NCc2ccco2)c2ccccc2)s1 (stereo not given),13,-3,18,-8,7,-3,-1[20 µM],0,-1
COc1cc(/C=N/NC(N)=O)ccc1OC(=O)c1ccc(C)cc1,-1,1,6,3,-2,-2,-7[20 µM],6,-2
Brc1ccc(CSc2nnc3ccccn23)cc1,-3,5,7,1,5,7,-25,15,-2
CN(CC(=O)NC1CC(C)(C)NC(C)(C)C1)S(=O)(=O)c1cc(Cl)ccc1Cl,-9,-4,5,-3,10,9,-10,-2,9
CCOc1ccc(NCC(=O)Nc2ccc(C)cc2C)cc1,-8,3,16,-9,4,-6,-17[20 µM],-2,1
CC(O)CNc1nc2ccccc2n1CC(=O)NCCc1ccc(Cl)cc1 (stereo not given),-6,2,6,0,4,-4,-4[20 µM],2,-1
O=C(CSCc1ccc(Br)cc1)Nc1ccc(S(=O)(=O)N2CCCCCC2)cc1,-33,-2,20,-10,3,13,-4[20 µM],-4,0
O=C(O)CN1C(=O)/C(=C/c2ccsc2)SC1=S,3,3,6,-51,-1,-14,-15,10,0
COC(=O)c1ccc(OC(=O)c2ccc(OC)cc2)c(OC)c1,-5,-3,2,12,-2,-2,-11,19,1
CCO[C@@H]1OC(C(=O)N2CCOCC2)=C[C@H](C)[C@H]1CCCO,0,-3,19,x,-6,-6,-22,-7,2
CCOC(=O)N1CCN(C(=O)COc2ccc(Cl)c(C)c2)CC1,-5,3,1,-7,6,-5,-16,-12,-2
CCC(C)SCC(=O)Nc1ccc(S(=O)(=O)N2CCOCC2)cc1OC (stereo not given),-3,2,9,-15,-4,-5,-19,8,-2
Cc1c(-c2cccs2)[n+](=O)c2c(n1[O-])CCCC2,1,2,3,-6,1,-21,-17,-4,-2
CCOC(=O)C1CCCN(C(=O)c2ccccc2Oc2ccccc2)C1 (stereo not given),3,1,2,-1,4,3,-16[20 µM],4,-2
CCOC(=O)c1sc(Nc2ccccc2Cl)nc1C,-7,-5,4,-11,0,-21,-7,-3,0
O=c1cc(N2CCN(c3ccccc3F)CC2)[nH]c(=O)n1-c1ccc(Br)cc1,5,0,9,-6,9,-1,-12,x,3
COc1ccc(C(CCN2CCCC2)c2c(O)cc(OC)cc2OC)cc1 (stereo not given),x,x,18,-4,x,7,-1,5,x

# The list is partial. The share of hits here may be higher or lower than overall.
